From PubChem
CHT block = human CHT choline transport inhibition. Q9GZV3. hit rate 0.86% among 310,000. B-score at 10 µM. CHT-expressing cells, membrane potential dye, choline response; stronger effect = lower value. AID 488975;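 active = B-score over 3 SD under the library average, and starting fluorescence ratio not unusually high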;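 note: choline stimulus applied at its EC90 after an EC20 pre-addition; B-score computed on integrated fluorescence ratio after choline addition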
KCNQ2 block = KCNQ2 potassium channel inhibitors, primary screen, cell-based, CHO-K1, FluxOR thallium flux, B-score (AID 2156); hit rate 1.1% among 310,000; 20 min; stronger effect = lower value; B-score at 10 µM;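 active = fluorescence ratio B-score at most minus 3 library SDs, with starting brightness B-score within 2 library SDs, cut at about -5.5 in these data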
Target sequence (O88943 whole entry, looked up): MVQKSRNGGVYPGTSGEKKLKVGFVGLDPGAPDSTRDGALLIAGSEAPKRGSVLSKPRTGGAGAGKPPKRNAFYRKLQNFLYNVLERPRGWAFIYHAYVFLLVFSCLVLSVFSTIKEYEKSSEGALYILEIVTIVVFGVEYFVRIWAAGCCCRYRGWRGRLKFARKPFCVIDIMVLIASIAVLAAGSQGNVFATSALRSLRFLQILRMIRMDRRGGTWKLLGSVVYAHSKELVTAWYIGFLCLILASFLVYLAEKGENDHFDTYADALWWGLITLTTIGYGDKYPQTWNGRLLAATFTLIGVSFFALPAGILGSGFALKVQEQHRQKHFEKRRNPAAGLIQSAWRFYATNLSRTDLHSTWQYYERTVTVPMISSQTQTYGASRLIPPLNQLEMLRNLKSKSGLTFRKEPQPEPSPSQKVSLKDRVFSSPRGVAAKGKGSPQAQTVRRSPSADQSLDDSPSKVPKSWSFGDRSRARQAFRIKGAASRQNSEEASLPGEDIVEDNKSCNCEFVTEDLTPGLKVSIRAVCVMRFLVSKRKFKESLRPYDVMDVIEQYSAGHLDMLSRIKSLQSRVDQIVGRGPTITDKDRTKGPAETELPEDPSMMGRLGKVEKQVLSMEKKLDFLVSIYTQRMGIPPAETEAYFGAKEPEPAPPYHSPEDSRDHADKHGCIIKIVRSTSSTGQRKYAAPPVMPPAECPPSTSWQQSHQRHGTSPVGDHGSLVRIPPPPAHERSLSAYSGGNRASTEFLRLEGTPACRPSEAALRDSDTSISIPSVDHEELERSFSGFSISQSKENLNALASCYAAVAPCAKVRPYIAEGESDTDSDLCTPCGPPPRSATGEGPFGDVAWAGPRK
Active calls of the source: *; i = inactive; · = no result given.

# | Structure | CHT block | KCNQ2 block
1 | COc1ccc(-n2c(=S)[nH]c3cc(C(=O)NCc4cccnc4)ccc3c2=O)c(OC)c1 | i | i
2 | O=c1[nH]c(CSc2nnc(Cc3ccccc3)o2)nc2ccccc12 | i | i
3 | CCn1c(=O)c(=O)[nH]c2cc(C(=O)NC3CCCc4ccccc43)ccc21 (stereo unspecified) | i | i
4 | COC(=O)c1ccc(C2C(Oc3ccc(OC)cc3)C(=O)N2CCc2ccc(F)cc2)cc1 (stereo unspecified) | i | i
5 | CCCCN(CCCC)C(=O)/C=C/c1cccc([N+](=O)[O-])c1 | i | i
6 | COCCN=C1NN=C(c2ccc(C)c([N+](=O)[O-])c2)CS1 | i | i
7 | CCCS(=O)(=O)N1CCCC(C(=O)NCc2ccco2)C1 (stereo unspecified) | i | i
8 | COC(=O)CCCCCN1C(=O)NC(c2ccccc2)C(C(=O)OCc2ccccc2)=C1C (stereo unspecified) | i | i
9 | c1ccc2[nH]c(CN3CCN(c4ncnc5c4oc4ccccc45)CC3)nc2c1 | i | ·
10 | Cc1nn(CC(=O)O)c(=O)c2ccccc12 | i | i
11 | O=C(CSc1ccc2nnc(CCNC(=O)c3ccc(F)cc3)n2n1)NCC1CCCO1 (stereo unspecified) | i | i
12 | OC(Cn1nnc2ccccc21)Cn1c(C(F)(F)F)nc2ccccc21 (stereo unspecified) | i | i
13 | O=C(NNC(=O)c1cc(Cl)ccc1O)c1cccc(S(=O)(=O)N2CCOCC2)c1 | i | i
14 | CC1(C)Cc2ccccc2C(NNC(=O)c2ccncc2)=N1 | i | i
15 | N#Cc1c(N)nc(N2CCCC2)c(C#N)c1-c1ccc(Cl)cc1 | i | i
16 | COc1ccc(CO/N=C/c2c(C)[nH]c(=O)[nH]c2=O)cc1 | i | i
17 | O=C(Nc1ccccc1N1CCCC1)C1CCN(S(=O)(=O)c2ccc(F)cc2)CC1 | i | i
18 | Cc1ccc(N(C(=O)c2snc(C(N)=O)c2N)C(C(=O)NCCC(C)C)c2ccco2)cc1 (stereo unspecified) | i | i
19 | Cc1ccc(NC(=O)CN(Cc2ccco2)Cc2ccccc2O)cc1C | i | -5.81*
20 | CCc1nccn1S(=O)(=O)c1ccc(OC)c(C)c1C | i | i
21 | O=C(N/N=C/c1c[nH]c2ccc(Br)cc12)c1ccccn1 | i | i
22 | O=c1c2ccccc2nnn1CSc1nnnn1-c1ccc(O)cc1 | i | i
23 | O=C1OCCN/C1=C\C(=O)c1ccccc1 | i | i
24 | COc1ccc(NC(=O)c2cccc(-n3cnnn3)c2)cc1 | i | i
25 | CC(=O)C1=C(C)NC(SCC(=O)c2ccc(Cl)cc2Cl)=C(C#N)C1c1ccco1 (stereo unspecified) | i | i
26 | COc1ccc(OC)c(Nc2nc(N)nc(CSc3nnc(-c4ccncc4)o3)n2)c1 | i | i
27 | CCN1CCN(C(=O)/C(=C/c2ccco2)NC(=O)c2ccccc2)CC1 | i | i
28 | CCn1cc(Cl)c(C(=O)Nc2ccccc2C(N)=O)n1 | i | i
29 | O=c1[nH]cnc2scc(-c3ccc(Br)cc3)c12 | i | i
30 | COc1ccc(OC)c(Cc2nnc(CCC(=O)NCc3ccc(C)s3)o2)c1 | i | i
31 | O=S(=O)(c1ccc(F)cc1)N1CCCN(Cc2c(F)cccc2F)CC1 | i | i
32 | Cc1cnc(C(=O)OCC(=O)N(Cc2ccccc2)C(C)C)cn1 | i | i
33 | Cc1ccc(Sc2oc(/C=N/n3cnnc3)cc2Br)cc1 | i | i
34 | O=C(/C(Cl)=C/Nc1ccc(Br)cn1)C(F)(F)F | i | i
35 | O=C(O)c1cccc(NC(=S)NC(=O)c2ccc(-c3ccccc3)cc2)c1 | i | i
36 | Cc1ccc(NC(=O)CCC(=O)OCc2ccc(Br)cc2)cc1 | i | i
37 | CCN1CCN(Cc2nnc(-c3ccc(C)cc3)o2)CC1 | i | i
38 | O=C(O)c1cccc(N=NN2CCCCCC2)c1 | i | i
39 | O=C(COc1coc(CN2CCN(c3ccccc3)CC2)cc1=O)Nc1cccc(F)c1 | i | i
40 | Cc1ccccc1C(=O)NN1C(=O)CSC1=S | i | i
41 | COc1ccccc1CNc1nc2nc(C)c(Cl)c(=O)n2[nH]1 | i | i
42 | CCOc1ccc(NC(=O)Cc2c(C(=O)O)n(C)c3ccccc23)cc1 | i | i
43 | O=C(NCc1ccc2c(c1)OCO2)C1CCC(CNc2c(N3CCCCC3)c(=O)c2=O)CC1 (stereo unspecified) | i | i
44 | Cc1cccc(-n2c(C)cc(/C=N\NC(=O)c3ccco3)c2C)c1 | i | i
45 | CCN(CC)CCn1c2c(c(SCC(=O)NCc3ccccc3)nc1=O)CCC2 | i | i

Of the compounds above, 5 contain bromine:
# | Structure | CHT block | KCNQ2 block
21 | O=C(N/N=C/c1c[nH]c2ccc(Br)cc12)c1ccccn1 | i | i
29 | O=c1[nH]cnc2scc(-c3ccc(Br)cc3)c12 | i | i
33 | Cc1ccc(Sc2oc(/C=N/n3cnnc3)cc2Br)cc1 | i | i
34 | O=C(/C(Cl)=C/Nc1ccc(Br)cn1)C(F)(F)F | i | i
36 | Cc1ccc(NC(=O)CCC(=O)OCc2ccc(Br)cc2)cc1 | i | i

The list goes on.
# | Structure | CHT block | KCNQ2 block
46 | Cc1nnc(NCc2ccco2)s1 | i | i
47 | CCCOc1ccc(N2C(=O)CC(NCc3cccnc3)C2=O)cc1 (stereo unspecified) | i | i
48 | COc1cc(/C=N/N2C(C)CCCC2C)cc(OC)c1O (stereo unspecified) | i | i
49 | O=C(Nc1ccccc1N1CCCC1)c1ccc2ccccc2c1 | i | i
50 | Cc1ccccc1NS(=O)(=O)c1ccc(OCC(=O)NCc2ccco2)cc1 | i | i
51 | Cc1ccc(-c2nnc(N(C)C(=O)C3CCCO3)s2)cn1 (stereo unspecified) | i | i
52 | CC(=O)c1cccc(OCC(=O)Nc2cc(Cl)ccc2-n2cncn2)c1 | i | i
53 | Cn1c(=O)[nH]c(=O)c2c1nc(N1CCCCC1)n2CCCSc1nnnn1-c1ccccc1 | i | i
54 | CO/N=C/c1ccc(Oc2ccc(C)cc2)nc1 | i | i
55 | Nc1c(C(=O)c2ccco2)oc2ccccc12 | i | i
56 | COC(=O)[C@H](C)NC(=O)NC1CCCc2ccccc21 (stereo partly specified) | i | -6.47*
57 | CC(=O)NC(CCS(C)(=O)=O)C(=O)Nc1ccccc1 (stereo unspecified) | i | i
58 | Cc1c(C)c2ccc(OC(C)C(=O)N3C[C@H]4C[C@@H](C3)c3cccc(=O)n3C4)c(C)c2oc1=O (stereo partly specified) | i | i
59 | CC(=O)N1CCN(c2ccccc2NC(=O)c2cc(Br)ccc2Cl)CC1 | i | i
60 | Cc1c(NC(=O)c2cnn3c2NC(c2ccco2)CC3C(F)(F)F)c(=O)n(-c2ccccc2)n1C (stereo unspecified) | i | i
61 | CC(=O)OC1C(N2CCCCC2)c2c(ccc(/C=C/C(=O)N3CCCCC3)c2O)OC1(C)C (stereo unspecified) | i | i
62 | Cc1nn(-c2ccccc2)nc1CNC(=O)C1CC1 | i | i
63 | O=C(CSc1nc2ccccc2o1)Nc1ccc(N2CCOCC2)cc1 | i | i
64 | COc1ccc(C)c2sc(=NC(=O)c3cccc(N4C(=O)CCC4=O)c3)n(C)c12 | i | i
65 | CC(=O)Oc1ccc2c(=O)c(-c3ccccc3)c(C)oc2c1 | i | i
66 | Cc1ccsc1C(=O)C1CCCN(Cc2cc(F)ccc2-n2cccn2)C1 (stereo unspecified) | i | i
67 | O=C(/C=C/Nc1ccc(Oc2ccccc2Cl)cc1)c1ccco1 | i | i
68 | COc1ccc(NC(=S)N=Nc2c(O)[nH]c3ccccc23)cc1 | i | i
69 | O=C(NCCc1cnc[nH]1)c1cccs1 | i | i
70 | COc1ccc(NC(=O)CNC(=O)c2c(C)nn(C)c2Cl)cc1 | i | i
71 | CC(C)OP(=O)(c1ccc(N(C)C)cc1)C(Nc1ccccc1)c1cccnc1 (stereo unspecified) | i | i
72 | O=C(Cc1cccs1)N/N=C\c1ccc([N+](=O)[O-])s1 | i | i
73 | O=C1NN(c2cccc(Br)c2)C(=O)/C1=C\c1ccc(N2CCOCC2)cc1 | i | i
74 | Cc1ccc(C(=O)N2CCN(c3ccccc3F)CC2)cc1S(=O)(=O)N1CCOCC1 | i | i
75 | O=C(Nc1ccccc1C(=O)O)c1cccc(NC(=O)c2ccco2)c1 | i | i

An excerpt of these results, as labelled records:
72. O=C(Cc1cccs1)N/N=C\c1ccc([N+](=O)[O-])s1
  CHT block: i
  KCNQ2 block: i

63. O=C(CSc1nc2ccccc2o1)Nc1ccc(N2CCOCC2)cc1
  CHT block: i
  KCNQ2 block: i

The list goes on.
# | Structure | CHT block | KCNQ2 block
76 | Cc1cc(-c2ccco2)n(CC(=O)NCc2ccco2)n1 | i | i
77 | O=C(Nc1ccc(F)cc1)N1CCCCCC1 | i | i
78 | O=[N+]([O-])c1ccccc1S(=O)(=O)Nc1cccc2cccnc12 | i | i
79 | O=S(=O)(NC1CCCCCCC1)c1ccc(F)cc1 | i | i
80 | CCC(C)C(NC(N)=O)C(=O)Nc1ccc(C)c(Cl)c1 (stereo unspecified) | i | i
81 | O=C(CNS(=O)(=O)c1cccs1)N1CCc2ccccc2C1 | i | i
82 | O=C(Cn1nc(-c2ccc(Cl)cc2)ccc1=O)NCc1ccc2c(c1)OCO2 | i | i
83 | CCOc1ccc(NC(=O)Nc2nc3ccc(S(C)(=O)=O)cc3s2)cc1 | i | i
84 | CCCNC(=O)CCC(=O)Nc1ncc(-c2ccc(C)cc2)n1C | i | i
85 | CCOC(=O)C1CCN(CC(=O)Nc2c(C(=O)OC)n(C)c3cccc(C)c23)CC1 | i | i
86 | COc1ccc(/C=N/n2cnn(Cc3ccccc3Cl)c2=S)cc1 | i | i
87 | CCN(CC(=O)N1CCCC1)S(=O)(=O)c1ccc(OC)cc1 | i | i
88 | CCc1ccc(N2C(=O)c3sc4nnc(C)c(=O)n4c3C2=O)cc1 | i | i
89 | O=C(NC(=S)Nc1ccc(Cl)cc1)c1cncc(Br)c1 | i | i
90 | Cc1ccc(NC(=O)CSc2nnc3ccccn23)cc1 | i | i
91 | Cn1nc([N+](=O)[O-])nc1Sc1nnc(-c2ccccc2)o1 | i | i
92 | Cc1n[nH]c(C)c1S(=O)(=O)N1CCCC(C(=O)NCC2COc3ccccc3O2)C1 (stereo unspecified) | i | i
93 | CC(=O)C1=C(C)NC(SCc2cccc3ccccc23)=C(C#N)C1c1ccco1 (stereo unspecified) | i | i
94 | CC(C)Nc1oc(-c2cccc3ccccc23)nc1C#N | i | i
95 | N/C(=N\OC(=O)CCCc1ccccc1)c1ccccc1Cl | i | i
96 | CC(=O)N(C(C)=O)S(=O)(=O)c1ccc(N=NN2CCCCC2)cc1 | i | i
97 | Cc1nc2cc(NS(=O)(=O)c3ccccc3)ccc2n1C | i | i
98 | COc1cc(/C=C/c2cc(C(=O)O)c3ccccc3n2)cc(OC)c1O | i | i
99 | N#CCCN1CCN(C2=NC(=O)C(=C3CCCCC3)S2)CC1 | i | i
100 | Cc1cs/c(=N\N=C\c2ccc(O)cc2)n1Cc1ccco1 | i | i
101 | CCOc1ccc2[nH]c(S(=O)(=O)CC)nc2c1Cl | i | i
102 | CCOc1ccc(N(CC(=O)NCC2CCCO2)S(=O)(=O)c2ccc(C)cc2)cc1 (stereo unspecified) | i | i
103 | COC(=O)[C@H](Cc1ccccc1)NC(=O)NCc1ccc(S(N)(=O)=O)cc1 | i | i
104 | Oc1ccc(Cl)cc1C1=NNC(c2cccs2)C1 (stereo unspecified) | i | i
105 | CC(=O)NN=C1CCC(c2ccccc2)CC1 (stereo unspecified) | i | i

Entries 92–93, reprinted for reference:
# | Structure | CHT block | KCNQ2 block
92 | Cc1n[nH]c(C)c1S(=O)(=O)N1CCCC(C(=O)NCC2COc3ccccc3O2)C1 (stereo unspecified) | i | i
93 | CC(=O)C1=C(C)NC(SCc2cccc3ccccc23)=C(C#N)C1c1ccco1 (stereo unspecified) | i | i

The list continues:
# | Structure | CHT block | KCNQ2 block
106 | COc1ccc2c(Cl)c(C(=O)NCCCn3ccnc3)sc2c1Cl | i | i
107 | CCOc1ccc(OCC)c(NC(=O)C2CCN(c3cnccn3)CC2)c1 | i | i
108 | O=C(c1ccc(NC2=NC3CS(=O)(=O)CC3S2)cc1)N1CCN(C(=O)c2ccco2)CC1 (stereo unspecified) | i | ·
109 | O=C(c1ccc(-c2ccccc2)cc1)N1CCN(c2ccccc2F)CC1 | i | i
110 | Cc1ccc(OCC(=O)Nc2c(C)ccc3nsnc23)cc1 | i | i
111 | c1csc(-c2nn3c(Cn4nnc5ccccc54)nnc3s2)c1 | i | i
112 | CCC(=O)N1c2ccc(S(=O)(=O)N3CCCC3)cc2CC1C (stereo unspecified) | i | i
113 | O=C(Nc1nccs1)c1cc2c(s1)-c1ccccc1OC2 | i | i
114 | O=C(Cc1ccc(Cl)cc1)N1CCN(C(=O)c2ccco2)CC1 | i | i
115 | CCC1S/C(=N\S(=O)(=O)c2cccs2)N(C2CCCCC2)C1=O (stereo unspecified) | i | i
116 | Cc1ccccc1CN1[C@@H](C(C)C)COCCS1(=O)=O | i | i
117 | COc1cc(NC(=O)C2Cc3ccccc3CN2S(C)(=O)=O)cc(OC)c1 (stereo unspecified) | i | i
118 | CCC(=O)Nc1ccc(C(=O)CSc2nc3ccccc3cc2CC)cc1 | i | i
119 | Cc1nc2c(C)[n+](CC(=O)c3ccccc3)ccc2n1C | i | i
120 | CC1Nc2ncnc(N3CCN(c4ccccn4)CC3)c2N(Cc2ccccc2)C1=O (stereo unspecified) | i | i
121 | CCCCCCCCC(=O)N/N=C/c1ccccn1 | i | i
122 | COc1ccc(OCC(=O)Nc2ccc3c(c2)nc(CCNC(C)=O)n3C)cc1 | i | i
123 | Cc1ccccc1NC(=O)c1nn(-c2ccc(F)c(F)c2)ccc1=O | i | i
124 | NNC(=S)Nc1cc(S(=O)(=O)N2CCOCC2)ccc1N1CCOCC1 | i | i
125 | CCOc1ccc(-c2c(C(=O)N/N=C/C3CC=CCC3)nnn2-c2nonc2N)cc1 (stereo unspecified) | i | i
126 | CN(C)c1nc(Cl)nc(NCCOc2ccccc2)n1 | i | i
